Screening data as filed in PubChem BioAssay.
RT RNaseH block – inhibitors of HIV-1 reverse transcriptase RNase H; RT-RNase H RNA/DNA duplex cleavage, fluorescence; inhibition, % at 10 µM; actives 1.9% (n = 65,000); P04585; AID 565; in the data active = inhibition above about 50%
RmlCD inh mix – mixture blocks RmlC and RmlD coupled enzyme activity; inhibition, % at 5.5 µM; RmlC/RmlD coupled enzyme inhibition, 384-well mixture HTS; actives 0.39% (n = 110,000); AID 1532; in the data active = inhibition above about 30%, passing the limit was not always enough; note: strong numbers were not always called active
The depositor's hits bear a star; . = no result given. A portion of the library, so the mix of outcomes need not match the whole.

SMILES	RT RNaseH block	RmlCD inh mix
O=C(c1ccc(Cl)cc1)N1CCCCC(Sc2nnc(-c3ccc4c(c3)OCO4)o2)C1=O (configuration not stated)	15	.
N#Cc1nc(Cc2ccccc2)oc1NCc1cccnc1	-44	5
COc1ccc(C(c2nnnn2CC2CCCO2)N2CCN(c3ccc(F)cc3)CC2)cc1 (configuration not stated)	5	-6
C=C(C)CSc1nnc([C@@H](N)Cc2c[nH]c3ccccc23)o1	-8	-11
O=S(N1CCCCCC1)C12CC3CC(CC(C3)C1)C2 (configuration not stated)	5	-15
Cc1cc(NC(=O)Nc2ccc3c(ccn3C)c2)sn1	.	7
CC1(C)CC(=O)NC=C(c2ccccc2)C1	-9	8
CC(C)Nc1nc(NC(C)C)nc(OCCOC(=O)Nc2ccccc2)n1	.	-9
CCOc1ccc2cc(C#N)c(SCC(=O)OC)nc2c1	-3	5
O=C(NCc1ccco1)c1ccc2c(c1)C(=O)c1ccccc1-2	-11	-27
CC(C)[C@H]1C=C(C(=O)O)O[C@@H](OCCCCO)C1	.	3
O=C1c2ccccc2C(O)N1CCN1CCOCC1 (configuration not stated)	-3	10
C[C@@H]1CC[C@]2(O[C@@H](CCO)C[C@@H](O)[C@@H]2O)O1	.	-20
Cc1cccc(C)c1NC(=O)CSCC(=O)O	-4	.
CCCCOC(=O)C1CCCC(C)N1 (configuration not stated)	.	12
O=C(Nc1cc(C(F)(F)F)ccc1N1CCOCC1)c1cccnc1	-12	-8
COc1ccccc1Nc1nc2c(C)cccc2cc1C#N	.	9
O=c1c2c3nc4ccccc4nc3n(/N=C/c3ccco3)c2ncn1CCC1=CCCCC1	39	6
COc1ccc(C2=NOC(C(=O)NCCN3CCOCC3)C2)cc1 (configuration not stated)	2	15
CCN(Cc1ccncc1)C(=O)C1CCN(S(=O)(=O)c2cccs2)CC1	.	-10
Nc1ccccc1Nc1ccncc1[N+](=O)[O-]	.	-13
CCc1ccc(NC(=O)CSc2nc3ccccc3c(=O)n2CCN2CCOCC2)cc1	-24	3
CC(=O)Oc1ccc(C)cc1-n1nc2ccccc2n1	.	-15
CCOc1cc(/C=N/n2cnnc2)ccc1OCC(=O)Nc1ccccc1OC	-3	-14
O=C(NC1CCCCC1)NC1CC2CCC(C1)N2C(=O)NC1CCCCC1 (configuration not stated)	6	5

Fetched one by one from the entries so far (6):
SMILES	RT RNaseH block	RmlCD inh mix
O=C(Nc1cc(C(F)(F)F)ccc1N1CCOCC1)c1cccnc1	-12	-8
CC(C)Nc1nc(NC(C)C)nc(OCCOC(=O)Nc2ccccc2)n1	.	-9
CCN(Cc1ccncc1)C(=O)C1CCN(S(=O)(=O)c2cccs2)CC1	.	-10
C[C@@H]1CC[C@]2(O[C@@H](CCO)C[C@@H](O)[C@@H]2O)O1	.	-20
O=c1c2c3nc4ccccc4nc3n(/N=C/c3ccco3)c2ncn1CCC1=CCCCC1	39	6
CC(C)[C@H]1C=C(C(=O)O)O[C@@H](OCCCCO)C1	.	3

The listing picks up; the 2 compounds before the break are reprinted first.
SMILES	RT RNaseH block	RmlCD inh mix
CCOc1cc(/C=N/n2cnnc2)ccc1OCC(=O)Nc1ccccc1OC	-3	-14
O=C(NC1CCCCC1)NC1CC2CCC(C1)N2C(=O)NC1CCCCC1 (configuration not stated)	6	5
CCOc1ccccc1NC(=O)c1cccnc1	.	-5
Cc1cccc(NS(=O)(=O)c2cc(OCC(N)=O)c(C)cc2Cl)c1	.	-16
Cc1ccc(NC(=O)N(Cc2cc3cc(C)cc(C)c3[nH]c2=O)CC2COCCO2)cc1 (configuration not stated)	4	4
O=C(OCc1ccc(F)cc1)c1ccc2c(c1)-c1ccccc1C2=O	.	-8
CCc1ccc(N2C(=O)c3sc4nnc(C)c(=O)n4c3C2=O)cc1	-2	-7
Cn1c(N)c(C(=O)COC(=O)C2(c3ccccc3F)CCCC2)c(=O)n(C)c1=O	2	3
O=C(Nc1ncc(Cc2cccc(Cl)c2Cl)s1)c1ccc([N+](=O)[O-])cc1	.	10
CCCCOc1ccc(-c2c(C#N)c(N)nc(SCC(N)=O)c2C#N)cc1	63*	4
O=C(NCCO)c1cc2c(s1)CCC2	.	-17
COc1cc(C(=O)Nc2ccc(Br)cc2C(=O)c2cc(OC)c(OC)c(OC)c2)cc(OC)c1OC	.	-4
O=C(Nc1ccc2c(c1)OCO2)c1cccs1	-7	10
CCOC(=O)N1CCC(NC(=O)c2ccc3c(c2)N(C)CCS3)CC1	0	61*
CN(C)C(=O)C(CCN1CCC(O)(c2ccc(Cl)cc2)CC1)(c1ccccc1)c1ccccc1	.	-19
COC(=O)c1ccc(OC)cc1OCC(=O)N1CCN(c2ccc(F)cc2)CC1	.	-13
CCOC(=O)c1ccc(CNC(=O)CSc2nnnn2-c2ccc(Cl)cc2)o1	-12	.
O=C(c1ccc(CS(=O)(=O)c2ccc(Br)cc2)o1)N1CCCCCC1	-17	9
COc1ccc(OC)c(NC(=S)N2CCN(c3ccccn3)CC2)c1	.	3
Cc1[nH]nc(-c2ccc(OCc3cnn(-c4ccccc4)c3)c(C)c2O)c1Oc1ccccc1	.	-8
COc1ccccc1S(=O)(=O)n1cc(Cc2ccccc2)c(N)n1	-2	-7
Cc1cc(NC(=O)CCSc2nc(-c3ccco3)cc(C(F)(F)F)n2)n(-c2ccccc2)n1	.	7
CCCn1c(=O)n(C)c(=O)c2c(SCc3cc(C(C)=O)ccc3OCC)nc(C3CC3)nc21	10	38
O=C(COc1ccc(Cl)cc1)N1CCN(S(=O)(=O)c2ccccc2)CC1	.	-7
CNc1cnn(-c2ccc(C)cc2)c(=O)c1Cl	.	20
CC(CNC(=O)C(=O)NC(C)CCc1ccccc1)Cc1ccccc1 (configuration not stated)	.	10
O=C(c1ccccc1Cl)N1CCc2ccccc2C1	-20	5

Additional structures follow.
SMILES	RT RNaseH block	RmlCD inh mix
CCOC(=O)c1oc2nc(C)c3c(c2c1N)CC(C)(C)OC3	8	53
Cc1ccc(NC(=O)Cn2nc(C)c3ccccc3c2=O)cc1F	-9	10
COc1ccc(-c2c(C)oc3c(CN4CCCCC4C)c(O)ccc3c2=O)cc1OC (configuration not stated)	-8	6
CC(C)(C)NC(=O)CN1CCC(O)(c2ccccc2)CC1	-11	8
CCN(CCCNC(=O)COc1cc(=O)n(CC)c2ccccc12)c1ccccc1	-12	.
COc1ccc(N(CC(=O)Nc2cccc(C)c2C)S(=O)(=O)c2c(C)n[nH]c2C)cc1	0	3
COc1ccc(/C=N/NC(=O)CCc2ccccc2)cc1O	.	-7
CC1(C)CC(=O)C(C=NCC(N)=O)=C(O)C1	-10	-14
Nc1ccc(O)c2c1C(=O)c1ccccc1C2=O	.	-9
Cc1ccc(-c2ccc(=O)[nH]n2)cc1	-10	.
O=C1CC(N2CCN(c3ccccc3)CC2)C(=O)N1c1ccc2c(c1)OCCO2 (configuration not stated)	-5	7
O=C(CN1c2cccc3cccc(c23)S1(=O)=O)NCc1ccc2c(c1)OCO2	-26	-12
O=C(Nc1ccc(Cl)cn1)c1ccc2ccccc2n1	.	-12
CCc1cc(=O)oc2cc(OC(C)=O)cc(OC(C)=O)c12	-5	.
Cc1cc(C)nc(N2CCCC(C(=O)NCc3cccs3)C2)n1 (configuration not stated)	-7	-5
Cc1ccc2c(c1)N(C(C)C(=O)NCCc1ccccc1)C(=O)CO2 (configuration not stated)	0	-18
CCCCNC(=O)CN1C(=O)C(CC)Oc2ccc(Cl)cc21 (configuration not stated)	5	9
COC(=O)c1c(NC(=O)c2ccc(Br)s2)sc2c1CCC2	9	8
COc1ccc(Cl)cc1NC(=O)NCCCl	.	-11
O=C(O)c1ccc2c(c1)[C@@H]1C=CC[C@@H]1[C@H](c1ccccn1)N2	3	15
CC1CCN(c2oc(-c3ccccc3F)nc2C#N)CC1	-40	19
O=C(COc1nnc2ccccn12)N1CCN(S(=O)(=O)c2ccccc2)CC1	-10	1
Cn1c(NC(=O)CC(C)(C)C)cc(=O)n(C)c1=O	-2	2
CC1CN(S(=O)(=O)c2ccc(NC(=O)c3cc(-c4ccccc4O)n[nH]3)cc2)CC(C)O1 (configuration not stated)	0	0
Cc1cccc(NC(=S)NC(NC(=O)OCc2ccccc2)C(Cl)(Cl)Cl)c1 (configuration not stated)	.	-14

Taken from above.
Entry of `COC(=O)c1c(NC(=O)c2ccc(Br)s2)sc2c1CCC2` under RmlCD inh mix: 8
Entry of `CCN(CCCNC(=O)COc1cc(=O)n(CC)c2ccccc12)c1ccccc1` under RT RNaseH block: -12
Entry of `CC1CCN(c2oc(-c3ccccc3F)nc2C#N)CC1` under RmlCD inh mix: 19
Entry of `CC(C)(C)NC(=O)CN1CCC(O)(c2ccccc2)CC1` under RmlCD inh mix: 8
Entry of `CCc1cc(=O)oc2cc(OC(C)=O)cc(OC(C)=O)c12` under RT RNaseH block: -5

The results go on.
SMILES	RT RNaseH block	RmlCD inh mix
C=CCOc1ccc2c(c1)C(=NO)c1cc(OCC=C)ccc1-2	.	10
O=C(CN1C(=O)c2ccccc2S1(=O)=O)NCc1ccccc1Cl	-9	-9
CCOC(=O)C1C(=O)NC(C)C1c1ccccc1 (configuration not stated)	0	-8
COc1ccc(Cl)cc1-c1n[nH]c(=S)n1C1CCCCC1	.	3
CSc1nc2c(c(-c3ccccc3)c1C#N)CCC2	.	2
FC(F)(F)c1cc(-c2cccs2)nc(-n2cc(Cl)cn2)n1	.	-2
O=C1C=C(O)c2cccc(O)c2C1=O	.	12
COC(=O)CN(C(=S)Nc1ccccc1)C1CC(=O)N(c2ccc(OC)cc2)C1=O (configuration not stated)	.	-25
CCCCCSc1nnc(-c2cc(Br)ccc2N)c(=O)[nH]1	-3	6
CCCCN1C(=O)C(O)=C(C(C)=O)C1c1ccc(OC)cc1OC (configuration not stated)	-3	-13
O=C(Cn1nnc2ccccc21)N/N=C\C=C\c1ccccc1	.	4
CCOC(=O)c1cnc2c(C)cccc2c1NCc1ccco1	-32	.
Cc1ccc2c(c1)c1c(n2CC(O)Cn2nc(C)c(Br)c2C)C(=O)CCC1 (configuration not stated)	-3	5
Cc1ccc(N(C(=O)Cn2nnc3ccccc32)C(C(=O)NCc2ccco2)c2cccnc2)cc1 (configuration not stated)	-6	2
C[C@H](N)c1nnc(SCC(=O)N(C)C)o1	.	3
CCn1nnc(NC(=O)c2c(OC)cccc2OC)n1	4	-3
O=C(c1cccc(S(=O)(=O)NCc2ccccc2)c1)N1CCN(Cc2ccccc2)CC1	.	0
COc1cccc(NC(=O)N2CCCC2C(=O)NC(C)C)c1 (configuration not stated)	-5	0
Clc1ccccc1CNc1ncnc2nc[nH]c12	-38	-13
N#Cc1nc(-c2ccccc2Cl)oc1N1CCCCC1	-7	-29
CCCC1(CCC)NC(=O)N(CC(=O)Nc2cccc(OC)c2)C1=O	-12	28
CCOC(=O)c1cc(NC(=O)c2c(C)noc2C)cc(C(=O)OCC)c1	-8	-13
Cc1ccc(C(C(=O)NC2CCCC2)N(Cc2ccc(F)cc2)C(=O)c2csnn2)o1 (configuration not stated)	6	8
Cc1noc2ncnc(Sc3ccc(Cl)cc3)c12	.	-18
O=C(CSc1ncccn1)NN=C1CCCCCCC1	.	51
CCSC1=C(C#N)C(c2ccc(C)s2)CC(=O)N1 (configuration not stated)	3	-9
COC(=O)C1=C(C)N(Cc2ccco2)C(=O)C1	2	-11

In the list so far, these contain an NH in an aromatic ring.
SMILES	RT RNaseH block	RmlCD inh mix
C=C(C)CSc1nnc([C@@H](N)Cc2c[nH]c3ccccc23)o1	-8	-11
Cc1ccc(NC(=O)N(Cc2cc3cc(C)cc(C)c3[nH]c2=O)CC2COCCO2)cc1 (configuration not stated)	4	4
Cc1[nH]nc(-c2ccc(OCc3cnn(-c4ccccc4)c3)c(C)c2O)c1Oc1ccccc1	.	-8
COc1ccc(N(CC(=O)Nc2cccc(C)c2C)S(=O)(=O)c2c(C)n[nH]c2C)cc1	0	3
Cc1ccc(-c2ccc(=O)[nH]n2)cc1	-10	.
CC1CN(S(=O)(=O)c2ccc(NC(=O)c3cc(-c4ccccc4O)n[nH]3)cc2)CC(C)O1 (configuration not stated)	0	0
COc1ccc(Cl)cc1-c1n[nH]c(=S)n1C1CCCCC1	.	3
CCCCCSc1nnc(-c2cc(Br)ccc2N)c(=O)[nH]1	-3	6
Clc1ccccc1CNc1ncnc2nc[nH]c12	-38	-13
